HIF activator: HIF pathway transcriptional activation; activation, % at 7.5 µM (by protocol); U2OS HRE-luciferase reporter, luminescence; normalized: DMSO 0%, desferrioxamine 100%; 0.32% of 300,000 active;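 active = mean activation of at least 10% of the iron chelator positive control signal, with at least half of replicates also reaching 10%; inconclusive = mean and replicate majority disagree about reaching 10%; inactive = mean and most replicates under 10%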
SKKanGAS inh: SKKanGAS growth inhibition; S. pyogenes SKKanGAS, kanamycin growth, BacTiter-Glo, 6 h; inhibition, % at 7.5 µM; 1.3% of 300,000 active; AID 1662;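 active = mean replicate score, as percent of positive control median, at least 50; inconclusive = mean below 50 but one replicate at or above 50; inactive = mean and every replicate below 50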;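 note: strain carries kanamycin resistance gene driven by streptokinase promoter and grows in 40 µg/ml kanamycin; loss of luminescence reflects streptokinase promoter inhibition or plain growth inhibition; 0% = median of DMSO wells and 100% = positive control at its reference dose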
HSF1 activator: increases HSF-1 driven luciferase reporter signal. NIH3T3-HGL HSF-1 luciferase reporter, MG132, 8 h; 100% = twice DMSO control signal. activation, % at 9 µM. 1.7% of 300,000 active. AID 504408;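 active = mean replicate activation of at least 50% with a set share of replicates each reaching 50%; inconclusive = only one of those two conditions met; inactive = mean below 50% and too few replicates reaching it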;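 note: 0% = median of the neutral control wells and 100% = twice that signal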
IEC-6 cytotox: counter-screen for KLF5 inhibitors: cytotoxicity in IEC-6 cells. IEC-6 cytotoxicity, luminescence viability. inhibition, % at 5 µM. 0.78% of 290,000 active; in the data active = inhibition above about 22%;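 note: 0% = plate median of test compound wells and 100% = cytotoxic reference compound wells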
Platelet DG rel: modulates dense granule release in human platelets. inhibition, %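 (compounds screened at 7.5 µM in platelet-rich plasma)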. 0.22% of 300,000 active. human platelet-rich plasma, SFLLRN dense granule ATP release, luminescence. AID 1663;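 active = mean replicate score, as percent of positive control, at or above 50; inconclusive = mean below 50 but at least one replicate at or above 50; inactive = mean and every replicate below 50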
HSP90 refold inh: HSP90 refolding inhibition in rabbit reticulocyte lysate; luciferase refolding luminescence, 3 h; inhibition, % at 5.6 µM; 0.91% of 290,000 active; AID 1789;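 active = inhibition above the screen-wide mean plus 3 SD, computed separately per campaign, cut at about 16% in these data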;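 note: 0% = DMSO wells and 100% = 60 µM geldanamycin wells; inhibitors lower the luminescence because luciferase stays unfolded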
AI-2 QS mod: modulators of Vibrio harveyi AI-2 quorum sensing system; 0.4% of 300,000 active; Vibrio harveyi JMH597 AI-2 luminescence/OD600 ratio, 9 h; active compounds read low; strain lacks LuxN and CqsS sensors; 0 = neutral-control median; activity change, % at 7.5 µM; in the data active = activity change below about -75%, passing the limit was not always enough; inconclusive = no clear call, values can overlap the other calls;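 note: luminescence divided by OD600 gain over 9 h not by final OD600 alone; inactives centre near 13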
HSF1 inhib: HSF1 inhibition. NIH3T3-HGL HSE-luciferase, MG132-induced, luminescence 8 h; active compounds read low. activity change, negative = inhibition, % at 7.5 µM (by protocol). 0.77% of 300,000 active;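 active = more than half of replicate wells show activity change below -50%, luminescence cut by over half; inconclusive = some wells, but at most half, below -50%; inactive = no replicate well below -50%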;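 note: luciferase reports HSF-1 transcriptional activity via heat shock element; 0% = median of DMSO wells and -100% = zero luminescence signal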
KLF5 inh: suppresses KLF5 promoter-driven expression; inhibition, % at 5 µM; DLD-1 KLF5 promoter-luciferase reporter, luminescence; 0.23% of 290,000 active; AID 1700;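 active = inhibition above a per-plate limit of that plate's mean compound inhibition plus 3 SD, cut at about 60% in these data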;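 note: 0% = DMSO wells and 100% = LY294002 at 200 µM; higher means less KLF5 promoter-driven luciferase light; inactives centre near -14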
aSyn 5UTR inh: 5' untranslated region of α-synuclein, MLPCN primary screen | alpha-synuclein 5'UTR reporter, inhibitor activity | 0.82% of 300,000 active | inhibition, % (tested at 7.5 µM) | AID 1813; in the data active = inhibition above about 60%; inconclusive = no clear call, values can overlap the other calls;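 note: H4 neuroglioblastoma cells stably carrying SNCA 5'UTR luciferase fusion; 0% = DMSO wells and 100% = positive control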
* hit, by the source's call.

What do the screens show for `Cc1nnc2sc(SCC(=O)N3CCCCC3)nn2c1=O`?
HIF activator: 0.2; SKKanGAS inh: -0.4; HSF1 activator: 5.9; IEC-6 cytotox: 1.6; Platelet DG rel: -8.5; HSP90 refold inh: -2.2; AI-2 QS mod: 7.8; HSF1 inhib: -4.2; KLF5 inh: -17.7; aSyn 5UTR inh: -0.2

How did O=C(C1COc2ccccc2O1)N1CCc2ccccc2C1 (stereo not given) do in these assays?
HIF activator: 1.4; SKKanGAS inh: -0.3; HSF1 activator: -1.5; IEC-6 cytotox: 2.0; Platelet DG rel: 2.6; HSP90 refold inh: -6.4; AI-2 QS mod: 18.3; HSF1 inhib: 0.0; KLF5 inh: -44.2; aSyn 5UTR inh: -52.2

What do the screens show for `O=C(Nc1ccc(S(=O)(=O)N2CCCCC2)cc1)C1CCN(C(=O)c2ccc(F)cc2)CC1`?
HIF activator: -0.3; SKKanGAS inh: -2.3; HSF1 activator: 2.6; Platelet DG rel: -4.3; AI-2 QS mod: 20.8; HSF1 inhib: -4.4; aSyn 5UTR inh: 17.7

How did O=C(Cn1cnc2scc(-c3ccc(Cl)cc3)c2c1=O)N1CCOCC1 do in these assays?
HIF activator: 0.2; SKKanGAS inh: 2.2; HSF1 activator: -11.9; IEC-6 cytotox: -5.7; Platelet DG rel: 1.2; HSP90 refold inh: -4.3; AI-2 QS mod: 1.7; HSF1 inhib: -3.3; KLF5 inh: -19.1; aSyn 5UTR inh: 16.0

What do the screens show for `CCc1ccc(CCC(=O)Nc2ccc(Cl)cc2)o1`?
HIF activator: 0.4; SKKanGAS inh: -3.4; HSF1 activator: 7.2; IEC-6 cytotox: 4.1; Platelet DG rel: 0.6; HSP90 refold inh: -0.3; AI-2 QS mod: -89.0*; HSF1 inhib: -2.3; KLF5 inh: -12.5; aSyn 5UTR inh: -66.8

Results for Cc1cc(=O)oc2cc(OCC(=O)Nc3c(Cl)cccc3C(F)(F)F)ccc12 ?
HIF activator: 0.3; SKKanGAS inh: 1.5; HSF1 activator: 2.4; IEC-6 cytotox: 1.2; Platelet DG rel: 19.5; HSP90 refold inh: -1.4; AI-2 QS mod: 21.1; HSF1 inhib: -1.7; KLF5 inh: -1.8; aSyn 5UTR inh: 16.7

What do the screens show for `Cc1ccc(N2CC(C(=O)Nc3ccc(S(=O)(=O)Nc4nccs4)cc3)CC2=O)cc1C` (stereo not given)?
HIF activator: -0.1; SKKanGAS inh: 6.0; HSF1 activator: 6.2; IEC-6 cytotox: -7.1; Platelet DG rel: -5.5; HSP90 refold inh: -1.5; AI-2 QS mod: 13.9; HSF1 inhib: 2.7; KLF5 inh: 6.8; aSyn 5UTR inh: 17.2

What do the screens show for `CCc1ccc(C(=O)O)cc1`?
HIF activator: 0.0; SKKanGAS inh: -0.1; HSF1 activator: -14.3; IEC-6 cytotox: -2.3; Platelet DG rel: -3.3; HSP90 refold inh: 3.5; AI-2 QS mod: 19.9; HSF1 inhib: -3.7; KLF5 inh: -28.2; aSyn 5UTR inh: -3.7

Results for CCCCNc1c(-c2ccc(SC(C)CC)cc2)nc2ccccn12 (stereo not given) ?
HIF activator: 3.0; SKKanGAS inh: 77.8*; HSF1 activator: 38.8; Platelet DG rel: 43.3; AI-2 QS mod: 1.5; HSF1 inhib: 21.6; aSyn 5UTR inh: -21.8

What do the screens show for `CCN(CC(=O)Nc1ccc(NC(C)=O)cc1)C(=O)/C=C/c1ccc([N+](=O)[O-])cc1`?
HIF activator: 1.0; SKKanGAS inh: 1.6; HSF1 activator: -6.3; Platelet DG rel: 4.0; AI-2 QS mod: 33.1; HSF1 inhib: -1.0; aSyn 5UTR inh: 19.8

How did N=C1SCC(=O)N1c1nc(-c2ccccc2)cs1 do in these assays?
HIF activator: 1.1; SKKanGAS inh: 5.7; HSF1 activator: 31.2; IEC-6 cytotox: -4.4; Platelet DG rel: -5.0; HSP90 refold inh: -2.1; AI-2 QS mod: 5.3; HSF1 inhib: 8.8; KLF5 inh: -72.1; aSyn 5UTR inh: -159.5

Results for CCN(Cc1ccccc1)C(=O)c1ccc(N(C)S(=O)(=O)c2ccc(C)cc2)cc1 ?
HIF activator: 0.2; SKKanGAS inh: -1.2; HSF1 activator: -5.1; Platelet DG rel: -3.0; AI-2 QS mod: 30.1; HSF1 inhib: 5.2; aSyn 5UTR inh: 38.6

Results for CCOc1ccccc1C(=O)NC(C(=O)NCc1ccccc1OC)C(C)C (stereo not given) ?
HIF activator: -0.2; SKKanGAS inh: 0.4; HSF1 activator: 8.6; IEC-6 cytotox: -2.8; Platelet DG rel: 2.6; HSP90 refold inh: 0.4; AI-2 QS mod: 22.0; HSF1 inhib: 5.7; KLF5 inh: -16.8; aSyn 5UTR inh: -6.9

What do the screens show for `CCOC(=O)c1ccc(OCc2nc(-c3cccs3)no2)cc1`?
HIF activator: 0.4; SKKanGAS inh: 1.1; HSF1 activator: 24.5; IEC-6 cytotox: -1.9; Platelet DG rel: -0.9; HSP90 refold inh: -2.8; AI-2 QS mod: 15.3; HSF1 inhib: 10.3; KLF5 inh: -26.3; aSyn 5UTR inh: -47.7

What do the screens show for `O=C(/C=C/c1cn(CC(O)CN2CCCCCC2)c2ccccc12)c1cccs1` (stereo not given)?
HIF activator: -0.6; SKKanGAS inh: 9.2; HSF1 activator: inconclusive; IEC-6 cytotox: 3.0; Platelet DG rel: 1.6; HSP90 refold inh: 2.4; AI-2 QS mod: 6.6; HSF1 inhib: 27.6; KLF5 inh: -16.7; aSyn 5UTR inh: -38.9

How did O=C(O)CC(NS(=O)(=O)c1cccc2nsnc12)c1ccc(F)cc1 (stereo not given) do in these assays?
HIF activator: 0.4; SKKanGAS inh: -6.3; HSF1 activator: -5.1; IEC-6 cytotox: -1.6; Platelet DG rel: 1.4; HSP90 refold inh: -2.5; AI-2 QS mod: 7.5; HSF1 inhib: -4.5; KLF5 inh: -4.8; aSyn 5UTR inh: 4.3

What do the screens show for `CCOC(=O)c1sc(=S)n(C)c1NC(=O)c1ccc(C(C)(C)C)cc1`?
HIF activator: 1.1; SKKanGAS inh: 6.3; HSF1 activator: -2.6; IEC-6 cytotox: 0.3; Platelet DG rel: 3.3; HSP90 refold inh: 0.5; AI-2 QS mod: 24.4; HSF1 inhib: -22.0; KLF5 inh: 7.6; aSyn 5UTR inh: 21.8

Results for Cc1csc(NC(=O)c2cccc(S(=O)(=O)N3CCN(C)CC3)c2)n1 ?
HIF activator: -1.1; SKKanGAS inh: -0.9; HSF1 activator: 34.9; IEC-6 cytotox: -13.8; Platelet DG rel: 1.2; HSP90 refold inh: 0.0; AI-2 QS mod: 25.2; HSF1 inhib: 0.4; KLF5 inh: -20.9; aSyn 5UTR inh: -0.2

How did CC1Sc2ccc(S(=O)(=O)N3CCC(C(=O)Nc4cccc(Cl)c4)CC3)cc2NC1=O (stereo not given) do in these assays?
HIF activator: 0.9; SKKanGAS inh: 8.3; HSF1 activator: 4.4; IEC-6 cytotox: 7.6; Platelet DG rel: -22.6; HSP90 refold inh: -1.6; AI-2 QS mod: 12.4; HSF1 inhib: -10.8; KLF5 inh: -31.9; aSyn 5UTR inh: -2.0

How did CCOc1ccc(OCC)c(NC(=O)CCCN2C(=S)NC(C)(C)CC2C)c1 (stereo not given) do in these assays?
HIF activator: -0.3; SKKanGAS inh: 3.5; HSF1 activator: 4.2; IEC-6 cytotox: 1.2; Platelet DG rel: 1.4; HSP90 refold inh: 1.9; AI-2 QS mod: 53.6; HSF1 inhib: -3.5; KLF5 inh: -46.0; aSyn 5UTR inh: 0.8

What do the screens show for `O=[N+]([O-])c1ncn(C23CC4CC(CC(C4)C2)C3)n1`?
HIF activator: 0.1; SKKanGAS inh: 1.8; HSF1 activator: 13.9; IEC-6 cytotox: -0.3; Platelet DG rel: 3.9; HSP90 refold inh: 0.1; AI-2 QS mod: 38.0; HSF1 inhib: -0.3; KLF5 inh: -6.1; aSyn 5UTR inh: 6.6

What do the screens show for `COc1ccc(-c2cc(C(=O)N3CCCCCC3)c3cc(C)ccc3n2)cc1`?
HIF activator: -0.8; SKKanGAS inh: -7.1; HSF1 activator: -8.8; IEC-6 cytotox: -1.1; Platelet DG rel: -5.8; HSP90 refold inh: 3.5; AI-2 QS mod: 3.4; HSF1 inhib: -1.2; KLF5 inh: 0.5; aSyn 5UTR inh: 7.1

What do the screens show for `N#CCc1ccc(OC(=O)c2cccnc2)cc1`?
HIF activator: -0.3; SKKanGAS inh: -3.6; HSF1 activator: 13.9; IEC-6 cytotox: 1.3; Platelet DG rel: -0.7; HSP90 refold inh: 1.5; AI-2 QS mod: 23.5; HSF1 inhib: 2.7; KLF5 inh: -7.9; aSyn 5UTR inh: -8.3

How did CCOC(=O)c1c(NC(=O)c2cc(C)on2)c2cc([N+](=O)[O-])ccc2n1C do in these assays?
HIF activator: -0.3; SKKanGAS inh: -5.0; HSF1 activator: 6.2; IEC-6 cytotox: 2.6; Platelet DG rel: -7.5; HSP90 refold inh: 2.3; AI-2 QS mod: 13.3; HSF1 inhib: -6.7; KLF5 inh: -26.3; aSyn 5UTR inh: 10.6

How did Cn1c(C(=O)N2CCC(C(=O)NCc3ccccc3)CC2)cc2sccc21 do in these assays?
HIF activator: -0.5; SKKanGAS inh: -0.9; HSF1 activator: -4.6; IEC-6 cytotox: -9.2; Platelet DG rel: 18.8; HSP90 refold inh: -4.8; AI-2 QS mod: 15.0; HSF1 inhib: -1.1; KLF5 inh: -11.7; aSyn 5UTR inh: 23.2

What do the screens show for `O=C(/C=C/c1ccc([N+](=O)[O-])cc1)c1ccco1`?
HIF activator: 0.6; SKKanGAS inh: -3.5; HSF1 activator: 9.2; IEC-6 cytotox: -7.4; Platelet DG rel: -9.6; HSP90 refold inh: -0.8; AI-2 QS mod: 0.6; HSF1 inhib: 6.3; KLF5 inh: -38.2; aSyn 5UTR inh: -1.7

What do the screens show for `C=CCN1C(c2ccc(OCC)cc2)=CS/C1=C(\C#N)c1nnc2n1CCCCC2`?
HIF activator: 0.6; SKKanGAS inh: 0.1; HSF1 activator: 27.0; IEC-6 cytotox: 0.2; Platelet DG rel: 7.1; HSP90 refold inh: 3.9; AI-2 QS mod: 15.6; HSF1 inhib: 5.2; KLF5 inh: -23.1; aSyn 5UTR inh: 21.1

How did CC(C)N(Cc1ccccc1)C(=O)CN1C(=O)c2ccccc2C1=O do in these assays?
HIF activator: -0.2; SKKanGAS inh: -4.4; HSF1 activator: 1.6; IEC-6 cytotox: -2.8; Platelet DG rel: 3.2; HSP90 refold inh: -5.1; AI-2 QS mod: 7.6; HSF1 inhib: -0.6; KLF5 inh: -25.2; aSyn 5UTR inh: 4.7

Results for CC1CCCN(C(=O)CSc2nc3ncccc3[nH]2)C1 (stereo not given) ?
HIF activator: 1.3; SKKanGAS inh: 1.8; HSF1 activator: 6.6; IEC-6 cytotox: 3.7; Platelet DG rel: -10.5; HSP90 refold inh: 5.7; AI-2 QS mod: 8.9; HSF1 inhib: 0.8; KLF5 inh: 1.1; aSyn 5UTR inh: -5.2

Results for CN(C)S(=O)(=O)c1ccc(N2CCCC2)c(C(=O)NCC2CCCO2)c1 (stereo not given) ?
HIF activator: 0.1; SKKanGAS inh: 18.9; HSF1 activator: -3.8; Platelet DG rel: 2.1; AI-2 QS mod: 9.4; HSF1 inhib: -2.2; aSyn 5UTR inh: 5.5

High-throughput results as filed in PubChem BioAssay.
